Assay outcomes from PubChem.
Shn3 3UTR inh: reduces Shn3 3'UTR luciferase signal in osteoblasts; 0.52% of 360,000 active; inhibition, % at 12.5 µM; Clone20 osteoblast Shn3 3'UTR firefly luciferase, 24 h;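 active = mean inhibition of at least 75% with every replicate also reaching 75%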;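 also: 0% = median of neutral control wells and 100% = pilot-screen positive control compound; some compounds past the cut are filed as inactive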
HIF-2a inh: blocks HIF-2a reporter activity. 786-0 RCC cells HIF-2a reporter, luciferase luminescence, overnight. inhibition, % at 18.8 µM. 0.72% of 360,000 active. AID 624352;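 active = inhibition of the luminescence signal of 40% or more relative to plate controls, in a single-dose primary screen at 18.75 µM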
NR2E3 ag-1: agonists of human nuclear receptor NR2E3 | Q9Y5X4 | 0.12% of 320,000 active | GST-NR2E3/biotin-RetCOR TR-FRET, 1536-well | AID 2300 | inhibition of corepressor binding, % at 4.78 µM;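 active = percent inhibition above the cutoff of mean plus 3 SD of all tested compounds, set per screening campaign, cut at about 20% in these data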;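 also: 0% = DMSO wells and 100% = biotin wells as full block of FRET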
Target sequence (Q9Y5X4 whole entry, looked up): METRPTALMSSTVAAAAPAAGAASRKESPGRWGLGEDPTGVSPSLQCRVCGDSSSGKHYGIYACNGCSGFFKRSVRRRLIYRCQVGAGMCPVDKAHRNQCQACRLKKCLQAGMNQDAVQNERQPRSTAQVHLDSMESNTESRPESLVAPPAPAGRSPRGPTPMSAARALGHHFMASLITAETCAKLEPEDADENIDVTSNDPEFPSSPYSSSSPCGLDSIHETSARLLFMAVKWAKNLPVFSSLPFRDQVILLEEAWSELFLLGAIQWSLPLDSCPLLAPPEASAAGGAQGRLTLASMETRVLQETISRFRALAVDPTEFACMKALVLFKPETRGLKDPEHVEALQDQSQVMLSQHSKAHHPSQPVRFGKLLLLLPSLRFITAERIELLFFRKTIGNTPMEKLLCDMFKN
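Format: 1536-well format; test system: GST-NR2E3 and biotin-RetCOR proteins; read-out basis: percent inhibition of TR-FRET ratio; timing: 5 h incubation at 4 °C; detection: time-resolved FRET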
TROY signal inh: TROY signaling inhibition | inhibition, % at 10 µM | Q293 LMP1-TROYcd NF-kB luciferase reporter, 4 h | 0.98% of 360,000 active;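 active = compounds whose plate-normalised and pattern-corrected inhibition of the luciferase reporter signal at the single screening dose is 50% or more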
TWEAK Fn14 block: blocks TWEAK-Fn14 interaction in a reporter cell assay. 2% of 360,000 active. inhibition, % at 10 µM. TWEAK-stimulated Fn14 reporter cells, luciferase luminescence, 8 h; in the data active = inhibition above about 50%
CF NFkB inh: inhibitors of cystic fibrosis induced NF-kB. KKLEB NF-kB-GFP reporter, PAF-induced, GFP fluorescence overnight. inhibition, % at 5 µM. 0.86% of 360,000 active;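 active = at least 50% inhibition at 5 µM, scaled per plate between neutral and stimulator controls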;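 also: PAF is a Pseudomonas aeruginosa culture filtrate used as stimulus; plate controls were PAF-stimulated DMSO wells for no effect and unstimulated DMSO wells for full effect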
KKLEB tox: counter-screen for CF NF-kB inhibitors: cytotoxicity; KKLEB CF airway cells viability, ATPlite luminescence, overnight; stronger effect = lower value; cells stimulated with P. aeruginosa culture filtrate; activity change (cytotoxicity), % at 5 µM; 0.36% of 360,000 active; AID 602141;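 active = corrected activity change at or below -50% at 5 µM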
NR2E3 ag-2: activates human NR2E3 receptor | Q9Y5X4 | CHO-S Gal4-NCOR/VP16-NR2E3 two-hybrid, luciferase | inhibition of corepressor binding, % at 3.98 µM | 0.35% of 360,000 active | AID 602229;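 active = inhibition above the mean of all tested compounds plus 3 SD, cut at about 70% in these data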;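 also: 0% = DMSO with NR2E3 transfected cells and 100% = cells lacking NR2E3 construct; higher means lower luciferase signal from less NR2E3 corepressor binding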
Peg3 promoter: Peg3 promoter activity inhibition; HeLa PEG-Prom luciferase reporter, luminescence, overnight; inhibition, % at 20 µM; 1.7% of 360,000 active; AID 588405;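 active = inhibition of at least 50% at 20 µM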
TRAIL sens C8: sensitizes caspase-8 expressing cells to TRAIL; NB7+C8 cells + TRAIL, ATPlite viability luminescence; inhibition (viability loss, TRAIL sensitization), % at 10 µM; 1% of 360,000 active;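 active = compounds causing at least 50% loss of cell viability in the single-dose screen, relative to plate controls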
MITF TRPM1 inh: MITF TRPM1 promoter inhibition in SK-MEL-5 cells; inhibition, % at 12.5 µM; SK-MEL-5 TRPM1 promoter luciferase, 24 h; 0.83% of 330,000 active;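 active = mean inhibition across replicates of 60% or more, whatever share of single replicates reaches that level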; also: values of inactives mirror those of a sister screen read the other way
Starred values were filed as active, the others as inactive; · = not tested or not shown.

SMILES	Shn3 3UTR inh	HIF-2a inh	NR2E3 ag-1	TROY signal inh	TWEAK Fn14 block	CF NFkB inh	KKLEB tox	NR2E3 ag-2	Peg3 promoter	TRAIL sens C8	MITF TRPM1 inh
CCCCc1nnc2c(N(C)S(=O)(=O)c3ccccc3)nc3ccccc3n12	-3	18	4	2	8	17	-3	-5	26	-1	-2
Cc1c(C(=O)N2CC3(CC(c4cccc(NC(=O)[C@H]5CCC(=O)N5)c4)=NO3)C[C@@H]2C(N)=O)cc([N+](=O)[O-])cc1[N+](=O)[O-] (stereo partly specified)	7	19	4	1	-1	-4	0	-5	-7	-1	-10
COc1ccc(CCNC(=O)c2cc3c(=O)n4cccc(C)c4nc3n(Cc3ccco3)c2=N)cc1OC	28	60*	2	10	87*	14	-8	-18	-3	16	3
CSc1ncc(CN2CCN(CC=C(C)C)C(CCO)C2)cn1 (stereo unspecified)	-1	11	0	7	0	-6	7	8	2	-3	1
O=C(COC(=O)CCC(=O)c1cccs1)Nc1ncc(Cl)cc1Cl	7	11	-3	-32	8	15	-5	-3	7	-1	-9
COc1ccc(C(c2nnnn2C(C)(C)C)N2CCN(c3nc4ccccc4s3)CC2)cc1 (stereo unspecified)	-3	5	·	-1	-2	0	-1	-13	7	-20	1
Cc1c(N=C/C=C/c2ccccc2)cnn1C	5	9	-2	-1	-21	-16	15	-17	0	5	-1
C=CCSC1=NNC(c2ccc(C(C)(C)C)cc2)=NN1	-79	-169	0	-35	-20	-6	1	-38	-126	19	-65
O=C(O)C1CCC(=O)N1Cc1ccc(F)cc1 (stereo unspecified)	-4	-1	2	7	50*	-3	-6	1	9	-20	8
Cc1cc2nc(-c3ccccc3)c(Cc3cccc(Cl)c3)n2c(C)c1Br	·	-55	·	-36	-2	·	·	-13	·	13	·
O=S(=O)(NC1=NCCCCC1)c1ccc(F)cc1	4	-4	-1	6	-6	10	-7	-10	0	-13	11
CCN(CC)S(=O)(=O)c1ccc(OC(C)C)c(NC(=O)C2=COCCO2)c1	12	9	1	-35	-12	-8	8	-15	15	5	-7
Cc1ccc(-c2nn(C)c(=O)c3ccccc23)cc1CNC(=O)/C=C/c1ccccc1	30	-29	-1	15	31	1	3	26	7	-11	7
Cn1c(SCC#N)nnc1-c1ccc2c(c1)OCO2	1	4	-1	-6	-5	4	-10	-4	7	-36	-1
COc1cc(S(=O)(=O)NCc2ccccc2)ccc1F	6	4	-3	21	-1	16	2	-13	9	-1	2
CCOc1ccccc1NC(=O)C(NCCN(C)C)c1ccccc1 (stereo unspecified)	1	8	-2	-10	-4	-17	2	-24	14	8	-7
COCC(=O)N1CCC2CC1c1c(-c3ccc(C(F)(F)F)cc3)cccc12 (stereo unspecified)	4	-1	·	8	2	3	-4	0	0	12	-1
COCCCn1nnnc1SCC(=O)N1CCN(C(=O)c2ccco2)CC1	9	7	1	-1	0	-8	0	-3	6	8	6
O=C(NC(=S)N(CC1CCC1)CC1CCCO1)c1cccc([N+](=O)[O-])c1 (stereo unspecified)	-5	17	1	-4	-7	-14	8	19	-1	6	2
COc1cc(CNc2ccc(O)cc2)cc(Br)c1OCc1ccccc1	18	-11	1	-7	15	0	-5	-28	-11	-3	-2

Shown with two lines to a compound: part of the list above.
Results follow in this order: Shn3 3UTR inh	HIF-2a inh	NR2E3 ag-1	TROY signal inh	TWEAK Fn14 block	CF NFkB inh	KKLEB tox	NR2E3 ag-2	Peg3 promoter	TRAIL sens C8	MITF TRPM1 inh
Cc1c(C(=O)N2CC3(CC(c4cccc(NC(=O)[C@H]5CCC(=O)N5)c4)=NO3)C[C@@H]2C(N)=O)cc([N+](=O)[O-])cc1[N+](=O)[O-] (stereo partly specified)
  7	19	4	1	-1	-4	0	-5	-7	-1	-10
COc1ccc(CCNC(=O)c2cc3c(=O)n4cccc(C)c4nc3n(Cc3ccco3)c2=N)cc1OC
  28	60*	2	10	87*	14	-8	-18	-3	16	3

Other entries follow.
SMILES	Shn3 3UTR inh	HIF-2a inh	NR2E3 ag-1	TROY signal inh	TWEAK Fn14 block	CF NFkB inh	KKLEB tox	NR2E3 ag-2	Peg3 promoter	TRAIL sens C8	MITF TRPM1 inh
CCn1c(=NC(=O)c2ccc(N3C(=O)CCC3=O)cc2)sc2c(OC)ccc(OC)c21	-6	6	2	0	6	36	-4	-25	9	-5	-14
O=C1CC(N2CCN(c3ccc(F)cc3)CC2)C(=O)N1Cc1ccccc1 (stereo unspecified)	14	12	0	-3	19	-5	-6	23	15	-3	24
CC(C)(C)NC(=O)C(=O)NN=C1CCCCCCC1	-9	1	0	-3	-3	-9	-5	-4	-25	4	12
CC(=O)Nc1cccc(NC(=O)C(F)(F)F)c1	0	19	2	-2	-6	-14	-8	-13	0	30	19
Cc1ccc(S(=O)(=O)NN=C2CCC(C(C)(C)C)CC2)cc1[N+](=O)[O-] (stereo unspecified)	-1	13	0	0	-1	-11	8	-8	4	-7	17
CCOc1ccc(-c2nc(CN(Cc3ccccc3)C[C@@H]3CCC(=O)N3)c(C)o2)cc1	12	-60	-1	12	16	-2	-12	-21	10	-11	25
COc1ccc2c(c1)c1nnc(SCC(=O)NC3CC3)nc1n2C	22	22	-1	-8	12	-41	14	3	18	19	3
CCOC(=O)NN1C(=O)c2ccccc2NC1c1ccccc1O (stereo unspecified)	-22	13	4	-4	-5	-6	-3	6	7	-12	2
CC(=O)Nc1ccc(NC(=O)C(C)Sc2nc3ccccc3c(=O)n2Cc2ccco2)cc1 (stereo unspecified)	0	6	-2	0	1	-28	3	-8	13	-15	1
CC1=C(C(=O)N2CCOCC2)CC(CC(=O)NCCCN(C)C)C(=O)N1CCC1=CCCCC1 (stereo unspecified)	0	-2	·	-6	7	-3	12	0	5	-8	·
COc1ccc(NC(=O)CSc2nnc(-c3ccccc3C)n2N)cc1	5	-8	2	6	1	-12	-9	7	9	-21	2
O=c1oc(-c2cccc(Cl)c2)nc2c1cnn2-c1ccccc1	-2	-1	2	8	8	-13	-2	-14	26	-3	8
CC(C(=O)Nc1ccc(S(N)(=O)=O)cc1)N1CCc2ccccc21 (stereo unspecified)	-18	21	-1	-1	-4	6	-1	2	19	14	3
COc1ccc(-c2csc(N3CCN(C(=O)c4ccccc4)CC3)n2)cc1	2	-33	1	23	21	-2	-9	-7	-38	-9	-8
O=C(Nc1cccc(C(F)(F)F)c1)c1cnccn1	-8	-27	2	-1	-7	2	10	0	-17	-1	-7
C#CCOc1ccc(/C=C2/C(=O)ON=C2C)cc1Cl	-21	8	0	7	0	17	-5	-9	-3	9	-8
O=C(NCc1ccccn1)C1CCCN(S(=O)(=O)c2cc(Cl)ccc2Cl)C1 (stereo unspecified)	78	10	·	-14	3	87*	-34	-16	99*	56*	98*
CCOC(=O)NNc1ccccc1	-1	17	-2	1	1	-3	0	13	-14	1	8
O=C(Nc1ccc(NC(=O)C2CC2)nc1)c1ccncc1	-16	15	-2	-8	9	2	2	3	-1	11	1
CC1(C(=O)NC2CCCC2)CCC(=O)N1Cc1cccs1 (stereo unspecified)	0	10	0	2	-3	-10	8	17	4	-32	0
Oc1ccc(-c2cnc3c(Nc4cccc(OC(F)(F)C(F)F)c4)nccn23)cc1	-4	-276	·	-5	31	9	-27	-56	-84	39	·
Cc1cc(C)c(S(=O)(=O)c2ccccc2)c(=O)[nH]1	8	-2	-1	-4	18	4	-7	-25	-8	-8	-9
Oc1ccc(C=NNC(=S)Nc2ccc(F)cc2)c(O)c1	64	-247	·	-60	-40	-13	10	-69	-130	12	-18
CCc1nc2c(OCc3cccc(Cl)c3)cccn2c1N(C)C(=O)c1ccncc1	4	2	·	0	-26	-8	4	23	13	-11	·
COc1ccc(N=C2CCCN2CC(N)=O)cc1	-13	14	-1	14	-9	-21	13	2	4	-16	3
Cc1ccc2cc(S(=O)(=O)NCCC(=O)O)ccc2c1	4	8	3	-3	1	-2	-12	3	9	-6	13
CCN1C(=O)[C@@H]2[C@@H](c3ccc(-c4ccc(F)cc4)cc3)N3CCCC[C@@]3(C(=O)OC)[C@@H]2C1=O	-3	9	1	3	-11	25	-4	-12	19	19	-15
CC(=O)c1c(C)cc(C)c(CSc2nc(C)cc(=O)[nH]2)c1C	13	1	4	28	-12	6	-2	-11	18	18	29

Exported comma-delimited: 13 of the compounds above.
SMILES,Shn3 3UTR inh,HIF-2a inh,NR2E3 ag-1,TROY signal inh,TWEAK Fn14 block,CF NFkB inh,KKLEB tox,NR2E3 ag-2,Peg3 promoter,TRAIL sens C8,MITF TRPM1 inh
C#CCOc1ccc(/C=C2/C(=O)ON=C2C)cc1Cl,-21,8,0,7,0,17,-5,-9,-3,9,-8
O=C(NCc1ccccn1)C1CCCN(S(=O)(=O)c2cc(Cl)ccc2Cl)C1 (stereo unspecified),78,10,·,-14,3,87*,-34,-16,99*,56*,98*
CCOC(=O)NNc1ccccc1,-1,17,-2,1,1,-3,0,13,-14,1,8
O=C(Nc1ccc(NC(=O)C2CC2)nc1)c1ccncc1,-16,15,-2,-8,9,2,2,3,-1,11,1
CC1(C(=O)NC2CCCC2)CCC(=O)N1Cc1cccs1 (stereo unspecified),0,10,0,2,-3,-10,8,17,4,-32,0
Oc1ccc(-c2cnc3c(Nc4cccc(OC(F)(F)C(F)F)c4)nccn23)cc1,-4,-276,·,-5,31,9,-27,-56,-84,39,·
Cc1cc(C)c(S(=O)(=O)c2ccccc2)c(=O)[nH]1,8,-2,-1,-4,18,4,-7,-25,-8,-8,-9
Oc1ccc(C=NNC(=S)Nc2ccc(F)cc2)c(O)c1,64,-247,·,-60,-40,-13,10,-69,-130,12,-18
CCc1nc2c(OCc3cccc(Cl)c3)cccn2c1N(C)C(=O)c1ccncc1,4,2,·,0,-26,-8,4,23,13,-11,·
COc1ccc(N=C2CCCN2CC(N)=O)cc1,-13,14,-1,14,-9,-21,13,2,4,-16,3
Cc1ccc2cc(S(=O)(=O)NCCC(=O)O)ccc2c1,4,8,3,-3,1,-2,-12,3,9,-6,13
CCN1C(=O)[C@@H]2[C@@H](c3ccc(-c4ccc(F)cc4)cc3)N3CCCC[C@@]3(C(=O)OC)[C@@H]2C1=O,-3,9,1,3,-11,25,-4,-12,19,19,-15
CC(=O)c1c(C)cc(C)c(CSc2nc(C)cc(=O)[nH]2)c1C,13,1,4,28,-12,6,-2,-11,18,18,29

An excerpt, so the mix of outcomes need not match the whole.
